STEP inh: STEP phosphatase inhibitors, primary screen, biochemical, fluorescence intensity, uHTS; inhibition, % at 20 µM; recombinant STEP, OMFP fluorogenic substrate; Tyrosine-protein phosphatase non-receptor type 5 (Homo sapiens), P54829; 360,000 tested, 0.25% active; AID 588621, 2011;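 active means inhibition at 20 µM, scaled per plate between control wells, above about 37%, limit read from the data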;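 further: 0% = DMSO with enzyme and substrate and 100% = substrate only without enzyme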
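Assay system: isolated STEP enzyme. Buffer or medium: pH 6.0 Bis-Tris with DTT and Tween 20. Also added: fluorogenic phosphatase substrate OMFP at 25 µM final. Dosing: 20 µM, 1% DMSO. Timing: 20 min reaction, room temperature, in the dark. Measured by: fluorescence intensity, excitation 480 nm, emission 540 nm. Evaluation: normalized % inhibition.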
Rpn11 block: Rpn11 (PSMD14) deubiquitinase inhibitors, primary screen, biochemical, fluorescence polarization, uHTS; 26S proteasome non-ATPase regulatory subunit 14 (Homo sapiens), O00487; human 26S proteasome, Ub4-pepOG fluorescence polarization; 20S core pre-blocked with epoxomicin; calls only at 20 µM; 360,000 tested, 0.59% active;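 active means inhibition at 20 µM, scaled to each plate's controls, above about 33%, limit read from the data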
Target sequence (O00487 whole entry, looked up): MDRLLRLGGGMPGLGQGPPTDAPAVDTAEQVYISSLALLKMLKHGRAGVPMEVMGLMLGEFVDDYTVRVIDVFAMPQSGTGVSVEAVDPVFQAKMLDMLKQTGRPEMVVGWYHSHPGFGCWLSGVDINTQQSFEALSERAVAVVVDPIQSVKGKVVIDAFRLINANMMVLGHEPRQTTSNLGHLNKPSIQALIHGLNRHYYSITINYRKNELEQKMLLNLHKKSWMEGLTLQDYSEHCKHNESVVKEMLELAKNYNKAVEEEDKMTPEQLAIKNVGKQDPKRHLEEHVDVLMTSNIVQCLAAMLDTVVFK
NadD block: inhibitors of S. aureus NadD, primary screen, biochemical, colorimetric, uHTS | AID 602399, 2012 | 360,000 tested, 0.78% active | purified NadD enzyme, colorimetric absorbance read-out | inhibition, % at 20 µM | Nicotinate-nucleotide adenylyltransferase NadD (Staphylococcus aureus N315); in the data active means inhibition above about 26%; further: some compounds past the cut are filed as inactive
MT1-MMP act inh: blockers of MT1-MMP proenzyme processing, primary screen, HT1080 RFP-PRO-GFP cells, GFP/RFP fluorescence | GFP/RFP ratio fluorescence, overnight; percent of plate control window, DMSO zero | 360,000 tested, 0.061% active | GFP/RFP ratio change, % at 20 µM | AID 651647, 2012;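 active means GFP/RFP ratio change of at least 30% with cell ATP level not reduced by more than half and red fluorescence within 50% of control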; further: strong numbers were not always called active
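Assay system: HT1080 RFP-PRO-GFP cells | Dosing: 20 µM single dose, 1% DMSO | Incubation: Cells overnight before dosing, compound overnight, 37 °C, 5% CO2 | Evaluation: GFP/RFP fluorescence ratio | Control set: DMSO-only wells and HT1080 RFP-L50D-GFP cell wells as references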
SKN-1 inh: suppressors of acrylamide-induced Pgst-4::GFP reporter in worms, primary screen, SKN-1 inhibitor project, whole organism, uHTS, GFP/RFP fluorescence ratio, strain VP596. AID 624304, 2012. inhibition, % at 21.8 µM. 360,000 tested, 0.49% active. C. elegans VP596 Pgst-4::GFP/RFP ratio, 24 h;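 active means interference check ratio from 0.5 to 1.5 plus GFP to RFP signal ratio inhibition reaching or exceeding a fixed threshold, cut at about 30% in these data, passing the limit was not always enough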; further: some compounds called inactive have numbers as strong as hits
DNMT1 inh: human DNMT1 methyltransferase inhibitors, primary screen, biochemical, molecular beacon, fluorescence, HinP1I cleavage, uHTS; 360,000 tested, 0.83% active; DNA (cytosine-5)-methyltransferase 1 (Homo sapiens), P26358; AID 588458, 2011; inhibition (reported as % activation of signal), % at 10 µM; in the data active means inhibition above about 50%
NRP1-CendR mod: modulators of CendR peptide binding to NRP-1, primary screen, biochemical, fluorescence polarization, uHTS; 360,000 tested, 0.85% active; Neuropilin-1 (Homo sapiens), O14786; FAM-RPARPAR peptide binding to NRP-1; inhibition, % at 25 µM;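 active means inhibition or corrected inhibition above about 18%, plus a signal ratio from 0.5 to 1.5, limit read from the data, passing the limit was not always enough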; further: strong numbers were not always called active
LMPTP block: LMPTP phosphatase inhibitors, primary screen, biochemical, fluorescence intensity, uHTS; Low molecular weight phosphotyrosine protein phosphatase (Homo sapiens), P24666; recombinant LMPTP-A, OMFP fluorogenic substrate; inhibition, % at 20 µM; 360,000 tested, 0.22% active;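 active means compounds that cut the enzyme signal by at least half of the control window in the single-dose screen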;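 further: plate controls were DMSO wells with enzyme plus substrate for no effect and substrate without enzyme for full effect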
Target sequence (P24666 whole entry, looked up): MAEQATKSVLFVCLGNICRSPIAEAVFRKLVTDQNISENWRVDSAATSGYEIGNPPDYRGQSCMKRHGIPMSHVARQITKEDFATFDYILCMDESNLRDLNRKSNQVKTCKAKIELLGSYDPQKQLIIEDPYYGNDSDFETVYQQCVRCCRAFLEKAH
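Test system: LMPTP-A phosphatase enzyme; input: 0.625 nM LMPTP-A final; reagent: OMFP substrate, 400 µM final; compound dosing: 20 µM single dose, 3% DMSO; incubation: 50 min dark incubation at room temperature; measured by: endpoint fluorescence intensity from OMFP dephosphorylation; measure: % inhibition relative to no-enzyme and uninhibited control wells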
Scp1 inh: Scp-1 phosphatase inhibitors, primary screen, biochemical, colorimetric, uHTS. Carboxy-terminal domain RNA polymerase II polypeptide A small phosphatase 1 (Homo …. Recombinant Scp1, phosphopeptide, malachite green phosphate absorbance. inhibition, % at 20 µM. 340,000 tested, 0.88% active;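 active means inhibition above about 50% at 20 µM, limit read from the data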;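 further: plate controls were DMSO wells with enzyme for no effect and wells lacking enzyme for full effect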
Target sequence (Q9GZU7 76-261 limits assumed): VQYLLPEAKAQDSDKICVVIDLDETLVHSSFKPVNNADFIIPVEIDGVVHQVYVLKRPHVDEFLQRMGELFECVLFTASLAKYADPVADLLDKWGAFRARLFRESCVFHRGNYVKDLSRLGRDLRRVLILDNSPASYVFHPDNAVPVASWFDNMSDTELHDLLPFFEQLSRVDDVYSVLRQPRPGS
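System: truncated SCP-1 phosphatase (76-261aa); medium: Tris acetate buffer pH 5.5 with MgCl2 and Tween-20; incubation: 45 min room-temperature reaction, 5 min colour, 30 min stabiliser; compound: single 20 µM dose, 1% DMSO; reagent: Phosphorylated 17-residue peptide substrate; read-out: % inhibition at 20 µM; technique: colorimetric free-phosphate detection, absorbance 630 nm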
SUMO1-SIM PPI: modulators of SUMO1 protein-protein interactions, primary screen, biochemical, uHTS; Small ubiquitin-related modifier 1 (Homo sapiens), P63165; SUMO1 binding to a labelled peptide, TR-FRET, 1 h; inhibition, % at 20 µM; 360,000 tested, 0.33% active; AID 602429, 2012; in the data active means inhibition above about 37%
Target sequence (P63165 whole entry, looked up): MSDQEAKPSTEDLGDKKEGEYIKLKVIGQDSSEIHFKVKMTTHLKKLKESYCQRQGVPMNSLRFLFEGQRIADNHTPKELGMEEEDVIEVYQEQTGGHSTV
* hit, by the source's call; i = inactive.

compound	SUMO1-SIM PPI	MT1-MMP act inh	DNMT1 inh	NadD block	Scp1 inh	LMPTP block	SKN-1 inh	STEP inh	NRP1-CendR mod	Rpn11 block
Cc1ccsc1/C=N/NC(=O)c1cc(-c2ccncc2)nc2ccccc12	-13.3	9.8	-5.0	1.6	-7.8	0.3	-2.2	0.0	-26.0	i
O=C(Nc1nc2ccccc2s1)c1cc(-c2ccccc2)nn1-c1ccccc1	-0.6	-7.6	-1.4	4.9	-10.3	0.5	-0.8	-0.8	0.9	i
CCC(C)c1ccccc1N1CC(C(=O)Nc2cc(S(=O)(=O)N3CCOCC3)ccc2OC)CC1=O (stereo not drawn)	0.0	-0.3	-12.0	-0.5	-4.6	-1.3	5.1	-1.2	4.0	i
O=C(/C=C/c1cccc(Cl)c1)c1ccc([N+](=O)[O-])o1	-18.2	-92.5	25.6	-1.8	-6.2	1.8	2.0	2.9	3.1	i
CC(C)OCCCNC(=O)Cc1ccc(F)cc1	-4.8	-0.4	0.0	3.0	-4.6	-1.2	4.7	8.5	7.5	i
COc1cc(/C=N\NC(=O)c2ccc(C)nc2)ccc1OC(=O)c1ccc2c(c1)OCO2	-2.8	-2.0	-13.4	12.3	-6.7	2.1	-9.3	-5.1	-6.2	i
CN1CCN(C(=O)C23CC4CC(C)(CC(C)(C4)C2)C3)CC1	-1.8	0.0	-1.9	-9.8	-10.7	-3.7	-7.6	1.6	1.4	i
COc1ccc(-n2c(SCC#N)nnc2-c2ccc(NS(=O)(=O)c3ccc(C)cc3)cc2)cc1	3.4	-13.0	-1.5	14.1	7.8	1.5	-14.0	-3.0	0.2	i
O=S(=O)(c1ccc(Cl)cc1)N1CCNCC1	2.5	-1.3	-1.2	-1.1	-16.6	-1.3	-2.0	-2.9	8.2	i
O=C(CC(c1ccccc1)c1ccccc1)Nc1ccncc1	0.9	-2.5	-3.2	-2.6	-9.0	0.4	6.2	2.0	12.1	i
COCCSc1nnc(NC(=O)c2ccco2)s1	2.2	-2.5	3.8	-0.6	-5.2	-1.8	-12.8	2.5	-1.2	i
C/C(=N\NC(=O)c1cc(-c2cccc([N+](=O)[O-])c2)n[nH]1)c1ccccc1O	-14.8	13.8	60.1*	10.3	95.8*	8.6	-9.2	96.8*	-10.9	i
C=CCn1c(=O)/c(=C/c2cc(OC)c(OC)c(OC)c2)s/c1=C(/C#N)c1nc2ccccc2n1C	-7.4	-316.6	19.3	0.3	7.7	1.3	-33.6	-40.1	124.2	i
Cc1ccc(-c2nnc(N(C)C(=O)c3cccnc3)s2)cc1	-3.8	0.2	-3.9	0.3	3.2	-0.5	9.3	-1.9	-3.8	i
O=c1c2[nH]c3ccc(F)cc3c2nc2n1CCCS2	-6.2	-1.3	2.4	4.1	-2.7	0.8	6.3	0.3	3.8	i
O=C(NCc1ccc2c(c1)OCO2)C1CCN(Cc2cnn(-c3ccccc3)c2-n2cccc2)CC1	-2.6	3.3	-0.2	-4.2	-6.9	0.9	0.3	-1.4	8.9	i
O=C(CSc1nnnn1C1CCCC1)N1CCN(C(=O)c2ccco2)CC1	-3.7	10.2	-1.3	-2.2	-6.8	0.0	16.9	-2.4	-0.2	i
COc1ccc(/C=C2\Oc3cc(OC(=O)N4CCOCC4)ccc3C2=O)cc1	-26.4	2.1	-2.0	-8.6	-19.2	0.0	-4.9	2.0	5.2	i
O=C(O)/C=C/c1cn(-c2ccccc2)nc1-c1ccccc1	-5.6	2.9	-4.2	-6.7	-13.1	-2.0	19.7	3.7	-5.3	i
CC(C)(C)NC(=O)C[C@H]1C[C@H](C(=O)N2CCOCC2)[C@@]2(C)c3[nH]c4ccc(Cl)cc4c3CCN2C1=O	1.1	-2.7	2.2	-0.6	-1.3	-1.1	-7.8	-3.4	1.0	i
Cc1[nH]c2ccccc2c1C(C[N+](=O)[O-])c1cccc(O)c1 (stereo not drawn)	1.7	1.6	-8.9	-11.5	-4.0	-0.2	-1.1	3.4	0.1	i
COc1ccc(C(O)P(=O)(OCc2ccccc2)c2ccc(N(C)C)cc2)cc1 (stereo not drawn)	1.0	1.2	0.0	-10.4	-26.6	-0.2	11.1	-0.9	3.1	i
O=C(CCn1c(=S)[nH]c2ccccc2c1=O)N1CCCCC1	1.5	-5.6	4.5	0.6	0.0	-0.6	-2.6	-0.1	-6.7	i
Cc1ccccc1CN1[C@@H](Cc2ccccc2)COCCS1(=O)=O	8.1	-1.9	2.3	-3.2	-8.6	2.1	22.3	0.4	25.6*	i
N#CCCn1c(SCC(=O)N2CCN(S(=O)(=O)c3ccccc3)CC2)nc2ccccc21	-0.2	-4.4	1.8	-4.3	0.4	-1.6	-27.6	-8.5	-7.7	i

A different layout for some results above.
Below each SMILES: SUMO1-SIM PPI	MT1-MMP act inh	DNMT1 inh	NadD block	Scp1 inh	LMPTP block	SKN-1 inh	STEP inh	NRP1-CendR mod	Rpn11 block
Cc1[nH]c2ccccc2c1C(C[N+](=O)[O-])c1cccc(O)c1 (stereo not drawn)
  1.7	1.6	-8.9	-11.5	-4.0	-0.2	-1.1	3.4	0.1	i
O=C(CC(c1ccccc1)c1ccccc1)Nc1ccncc1
  0.9	-2.5	-3.2	-2.6	-9.0	0.4	6.2	2.0	12.1	i
Cc1ccsc1/C=N/NC(=O)c1cc(-c2ccncc2)nc2ccccc12
  -13.3	9.8	-5.0	1.6	-7.8	0.3	-2.2	0.0	-26.0	i

Next structures.
compound	SUMO1-SIM PPI	MT1-MMP act inh	DNMT1 inh	NadD block	Scp1 inh	LMPTP block	SKN-1 inh	STEP inh	NRP1-CendR mod	Rpn11 block
CCCCn1c(=O)[nH]c(=O)c2c1nc(-c1ccc(OCCC)c(OCC)c1)n2C	4.7	2.8	4.3	-3.0	-5.2	-2.5	1.9	-0.3	-8.8	i
Cc1cc2ccccc2n1CCNC(=O)Cc1cccc2ccccc12	-6.3	42.8*	-3.2	7.8	-4.8	3.7	56.0	2.7	-3.0	i
COc1cc(CN2CCc3c([nH]c4ccccc34)C2)cc(OC)c1	-14.5	-8.7	-5.4	5.4	-6.0	0.6	-1.7	-0.8	-71.0	i
CCOC(=O)C1=C(COC(=O)[C@H](C)NS(=O)(=O)c2ccccc2F)NC(=O)NC1C (stereo partly drawn)	2.5	1.1	2.5	-2.8	-8.2	-0.7	-3.0	0.2	-3.3	i
COC(=O)c1sccc1NC(=O)c1ccc(C(C)C)cc1	3.0	-0.8	11.7	-2.4	46.6	2.5	9.1	2.7	-5.6	i
Cc1oc(-c2cccs2)nc1CN1CCN(CCC(C)C)C(CCO)C1 (stereo not drawn)	7.0	-4.9	-4.2	-1.5	-6.5	-1.3	2.0	-2.7	-14.6	i
COCC1CCCCN1Cc1cn[nH]c1-c1ccc2cc(OC)ccc2c1 (stereo not drawn)	-9.1	-2.5	-1.0	-1.9	-2.8	-0.9	-4.0	-0.4	8.3	i
CCOC(=O)[C@H]1[C@H]2COc3ccc(Br)cc3[C@@H]2N2C(=O)CN(Cc3ccc(F)cc3)C(=O)[C@@]12C	4.0	-1.2	-2.0	-9.6	-8.6	0.0	-0.1	-0.2	-8.6	i
CC1CCCN(CCCNC(=O)c2ccc(NC(=O)C3=CSCCO3)cc2)C1 (stereo not drawn)	-10.3	-0.7	-1.6	-5.1	-6.8	-0.6	20.5	-1.1	1.3	i
O=C(O)c1cccc(COCC(F)(F)C(F)F)c1	3.0	2.0	2.2	-2.5	-8.4	-1.6	-2.1	-3.1	-3.8	i
CC1(C)Cc2nc3sc(C(=O)NCCCO)c(N)c3cc2CO1	5.2	5.6	-1.6	-3.2	4.8	-1.0	12.7	2.5	-7.3	i
Cc1cccc[n+]1C1C(c2ccc([N+](=O)[O-])cc2)C(C#N)=C(C(=C=[N-])C#N)NC1(O)C1CC1 (stereo not drawn)	-2.6	-0.4	-7.0	4.7	-3.3	1.9	23.8	-1.0	9.9	i
O=C(NC(=S)N(Cc1ccccc1)c1ccccn1)C1CCCCC1	0.8	0.9	3.9	2.4	-4.4	-1.7	10.9	1.1	7.9	i
Cc1ccc(NC(=O)CN2C(=O)CSC2=O)cc1	-3.2	10.0	0.1	3.0	2.6	-1.8	-29.6	-0.6	6.5	i
NC(=O)c1sc2nc(-c3cccnc3)ccc2c1N	-13.9	-5.4	-0.6	1.1	0.9	-0.5	4.1	-0.9	-29.6	i
CC(C)CCNC(=O)CN(C(=O)Cn1nnc(-c2ccccc2F)n1)c1cccc2c1CCCC2	-3.6	-2.9	-12.1	0.8	-8.3	3.7	18.4	1.7	-6.0	i
Cc1ccc(/C=C2\S/C(=N/S(=O)(=O)c3cccs3)NC2=O)cc1	25.0	1.2	4.8	15.0	-11.3	0.7	-4.8	1.9	-176.1	i
COCCNC(=O)C(c1ccc(F)cc1)N(Cc1ccccc1)C(=O)CCC(=O)Nc1nccs1 (stereo not drawn)	-9.1	-0.6	-1.8	-4.7	-0.8	0.0	12.2	0.1	-4.5	i
COc1ccc2oc(=O)c(C(=O)N3CCN(c4ccccc4)CC3)cc2c1	-17.3	-2.2	2.0	-3.3	-1.0	-0.3	0.4	1.3	-4.8	i
O=C1c2ccccc2S(=O)(=O)N1CC1CC(c2ccccc2)=NO1 (stereo not drawn)	2.7	-0.7	0.8	-3.8	-3.4	0.9	-3.2	-10.4	5.4	i
COCCCNC(=S)N1CCN(c2ccccc2)CC1	-1.4	3.5	-1.1	-0.5	-9.0	-0.1	-7.1	-0.5	-6.5	i

Screens deposited in PubChem by Sanford-Burnham Center for Chemical Genomics.

The order is random, and some 3.9% of all compounds hit somewhere here.
